# RGS4 inh = Inhibitors of Regulator of G Protein Signaling (RGS) 4: qHTS. Regulator of G-protein signaling 4 (Homo sapiens), P49798. Transcreener GDP fluorescence polarization, RGS4-accelerated GTP hydrolysis. Potency, µM (doses to about 114 µM), without a hit: at the top dose activity change, negative = inhibition, hits mostly inhibitors. 390,000 compounds, 0.039% hits. AID 504845, 2011; note: % is set by controls: 0 for no effect and ±100 for the full control effect; nearly all actives have a fitted effect of over 75% in size; some results filed as inactive show a strong effect at the top dose
#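 MLSMR compounds (23 nl, pin-transferred) preincubated 10 min at room temperature with a 500nM (2x) first reagent, then RGS4 at 900nM (2x) plus Transcreener GDP mix added; fluorescence polarization (620/688 nm) read before and after 90 min at 30 °C.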
# TrxR1 inh = qHTS Assay for Inhibitors of Mammalian Selenoprotein Thioredoxin Reductase 1 (TrxR1): qHTS | Thioredoxin reductase 1, cytoplasmic (Rattus norvegicus), O89049 | recombinant rTrxR1, NADPH fluorescence consumption, selenite substrate | Potency, µM (doses to about 114 µM), for the others: at the highest dose activity change, negative = inhibition, actives largely listed as inhibitors | 390,000 compounds, 1% hits | AID 588453, 2011; note: % is set by controls: 0 for no effect and ±100 for the full control effect; nearly all actives have a fitted effect of over 65% in size
#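 Rat TrxR1 (90 nM in the dispensed reagent) was pre-reduced with 400 uM NADPH for 5 min at room temperature, then incubated with compound for 15 min. After 400 uM selenite was added, NADPH fluorescence (Ex 340/Em 450 nm) was followed for 8 min.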
# ERG-DNA inh = qHTS for Small Molecule Inhibitors of the ERG Ets/DNA interaction; fluorescence polarization, His-ERG Ets domain / labelled DNA; Transcriptional regulator ERG (Homo sapiens), P11308; 370,000 compounds, 0.028% hits; Potency, µM (doses to about 76.9 µM), for inactives: at the top dose FP activity, negative = inhibition, most hits filed as inhibitors; active = well fitted inhibition curve with a large enough effect in the polarisation, with a control signal flat; inconclusive = small, poorly fitted or top-dose-only effect, or effect the other way, or a change in a side signal; inactive = no such curve, though single readings can be large or run the other way; the % refers to the polarisation;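 note: polarization taken with two DNA probes labelled with fluorescein and Texas red; % of control where 0% means no effect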
#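 His-tagged ERG Ets domain (1 uM in the protein solution; 300mM KCl, 50mM Tris-HCl, 1mM EDTA, 1mM DTT, pH 7.5) received compound, then a probe mix of 5 nM fluorescein-DNA and 100nM Texas-615-DNA. Fluorescence polarization was read for both dyes.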
# GLS inh = qHTS for Inhibitors of Glutaminase (GLS). Glutaminase kidney isoform, mitochondrial (Homo sapiens), O94925. GLS enzymatic activity, qHTS titration. Potency, µM (doses to about 45.5 µM), for inactives: top-dose activity change, negative = inhibition, most hits filed as inhibitors. 410,000 compounds, 0.21% hits. AID 624170, 2012; note: % is set by controls: 0 for no effect and ±100 for the full control effect
#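 Enzyme dispensed in phosphate buffer (45 mM, pH 8.2, 0.02% Tween-20), compounds pinned in, then 1 mM L-glutamine solution and the glutamate oxidase–HRP–Amplex Red mix added; fluorescence read immediately and again after 30 min at room temperature.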
# HP1b chromo inh = HTS for Inhibitors of HP1-beta Chromodomain Interactions with Methylated Histone Tails | AlphaScreen HP1-beta / biotin-H3K9me3 peptide binding | Potency, µM (top dose mostly 114 µM), without a hit: at the highest dose activity change, negative = inhibition, actives largely listed as inhibitors | 390,000 compounds, 0.56% hits; note: nearly all actives have a fitted effect of over 70% in size; inactives centre near 23
#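 AlphaScreen: HP1-beta (50 nM) preformed 30 min with biotin-H3(1-18)K9me3 peptide (50 nM) in PBS pH 7.4, 0.01% Tween-20. Compound added for 30 min at RT, then streptavidin donor/nickel chelate acceptor beads (10 ug/mL) for 30 min.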
# Pin1 inh = qHTS Assay to Find Inhibitors of Pin1; Peptidyl-prolyl cis-trans isomerase NIMA-interacting 1 (Homo sapiens), Q13526; Pin1 FP peptide displacement, HiFluor488, 10 min; Potency, µM (top dose mostly 115 µM), inactives show at the top dose activity, negative = inhibition, actives largely listed as inhibitors; 390,000 compounds, 0.009% hits; AID 504891, 2011; active = well fitted inhibition curve with a large enough effect in the polarisation, with a control signal flat, not every such curve was filed as active; inconclusive = small, poorly fitted or top-dose-only effect, or effect the other way, or a change in a side signal; inactive = no such curve, though single readings can be large or run the other way; the % refers to the polarisation; note: % is set by controls: 0 for no effect and ±100 for the full control effect
# Tb PGK inh = qHTS Assay to Find Inhibitors of Phosphoglycerate Kinase | Phosphoglycerate kinase, glycosomal (Trypanosoma brucei brucei), P07378 | AID 602233, 2012 | Potency, µM (doses to about 57.5 µM), for the others: top-dose activity change, negative = inhibition, hits mostly inhibitors | 380,000 compounds, 0.043% hits | PGK/GAPDH coupled, Kinase-Glo luminescence, 60 min; note: % is set by controls: 0 for no effect and ±100 for the full control effect; nearly all actives have a fitted effect of over 60% in size
#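 Luminescent ATP detection (Kinase-Glo Plus) follows a 60-minute room-temperature incubation, with wells lacking PGK as controls. Buffer: 100 mM TEA (pH 7.6), 5 mM MgCl2, 0.01% Tween-20. Coupling enzyme GAPDH (100 nM final) supplies unstable 1,3-BPG in-well.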
# JMJD2A Tudor inh = qHTS Assay for Inhibitors of JMJD2A-Tudor Domain | Lysine-specific demethylase 4A (Homo sapiens), O75164 | AlphaScreen JMJD2A-Tudor / H3K4me3 peptide binding | Potency, µM (top dose mostly 114 µM), for the others: top-dose activity change, negative = inhibition, usual class: inhibitors | 390,000 compounds, 4.4% hits; note: % is set by controls: 0 for no effect and ±100 for the full control effect; nearly all actives have a fitted effect of over 50% in size
# Target sequence (O75164 whole entry, looked up, the tested form may be a part): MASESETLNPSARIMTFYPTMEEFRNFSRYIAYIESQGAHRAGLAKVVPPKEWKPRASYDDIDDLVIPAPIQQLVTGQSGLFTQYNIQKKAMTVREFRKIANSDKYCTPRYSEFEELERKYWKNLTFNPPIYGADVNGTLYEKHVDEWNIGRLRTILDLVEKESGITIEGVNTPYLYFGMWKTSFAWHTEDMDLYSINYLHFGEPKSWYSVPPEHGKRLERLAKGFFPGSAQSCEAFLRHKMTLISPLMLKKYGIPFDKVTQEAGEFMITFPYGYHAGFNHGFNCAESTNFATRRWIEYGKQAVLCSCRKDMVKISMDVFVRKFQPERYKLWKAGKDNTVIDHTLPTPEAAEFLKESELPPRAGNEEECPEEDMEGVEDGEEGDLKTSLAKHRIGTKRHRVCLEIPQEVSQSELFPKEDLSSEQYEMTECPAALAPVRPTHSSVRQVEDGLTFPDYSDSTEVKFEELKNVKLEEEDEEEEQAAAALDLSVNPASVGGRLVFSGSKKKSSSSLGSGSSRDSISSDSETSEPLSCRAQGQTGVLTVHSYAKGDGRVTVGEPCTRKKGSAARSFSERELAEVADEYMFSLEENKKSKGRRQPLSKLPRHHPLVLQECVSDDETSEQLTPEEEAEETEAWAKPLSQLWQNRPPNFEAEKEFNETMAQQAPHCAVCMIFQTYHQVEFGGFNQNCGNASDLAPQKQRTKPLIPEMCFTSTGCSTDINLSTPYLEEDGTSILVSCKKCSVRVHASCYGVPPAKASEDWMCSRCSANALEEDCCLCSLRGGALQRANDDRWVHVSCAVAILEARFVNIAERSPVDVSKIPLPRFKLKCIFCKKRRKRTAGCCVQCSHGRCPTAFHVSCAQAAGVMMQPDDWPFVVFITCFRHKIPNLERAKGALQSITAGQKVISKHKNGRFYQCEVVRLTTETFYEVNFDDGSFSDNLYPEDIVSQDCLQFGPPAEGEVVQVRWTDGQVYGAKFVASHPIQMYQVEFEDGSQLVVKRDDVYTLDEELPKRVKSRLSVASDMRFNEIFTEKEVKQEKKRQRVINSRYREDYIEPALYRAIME
# 12-LOX inh = Primary qHTS assay for inhibitors of human arachidonate 12S-lipoxygenase (ALOX12): Round 2; 580,000 compounds, 1.1% hits; purified 12hLO, xylenol orange hydroperoxide absorbance; AID 1671190, 2021; Potency, µM (highest dose often 108 µM), without a hit: top-dose activity change, negative = inhibition, usual class: inhibitors; note: % is set by controls: 0 for no effect and ±100 for the full control effect
#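 Hydroperoxide product was detected by ferrous iron/xylenol orange as the 573 to 405 nm absorbance ratio. Arachidonic acid at 40 uM (final) was turned over for 30 min at room temperature by 150 nM human 12hLO, pH 7.0 Hepes buffer, after 15 min compound preincubation.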
# The depositor's hits bear a star; i = inactive; ? = inconclusive; / = not tested or not shown; & = joins results of further samples; [ ] = remark or other dose. Unless noted, calls come from the whole dose curve; as a rule, active = well fitted curve in the direction sought with a large enough effect; inconclusive = small, poorly fitted or top-dose-only effect, or another doubt; inactive = no such curve, though single readings can be large; an effect the other way counts as inactive or inconclusive. Potency is the fitted concentration of half-maximal effect. These rows are one share of the data; count on the stated rates, not on these rows.
RGS4 inh	TrxR1 inh	ERG-DNA inh	GLS inh	HP1b chromo inh	Pin1 inh	Tb PGK inh	JMJD2A Tudor inh	12-LOX inh	mol
-22.2%	?	-1.2%	14.7%	2.8%	9.2%	4.3%	-16.4%	-7.7%	CN(C)/C=C/C1=C([N+](=O)[O-])C(c2cccc([N+](=O)[O-])c2)NC(=O)N1 (centres undefined)
-37.8%	11.1%[57.1 µM]	3.8%	1.4%	-10.1%	2.5%	-5.0%	-31.5%	?	C=CCc1ccc(OCC(O)CN2CCC(Cc3ccccc3)CC2)c(OC)c1 (centres undefined)
13.5%	0.3%[57.1 µM]	9.6%	0.0%	34.2%	0.4%	9.6%	-7.7%	-11.5%	NC(=O)NOCc1c(F)cccc1Cl
-12.0%	-3.5%	/	/	25.4%[57 µM]	6.3%	/	-12.3%[57.1 µM]	/	CCNc1nc(C#N)nc(N2CCOCC2)n1
-4.7%	-13.2%	-1.7%	3.7%	32.9%	4.7%	-3.5%	-8.5%	-5.9%	CCCN1CCN(CCCNC(=O)c2ccc3nc(N4CCCCC4)sc3c2)CC1
-0.6%	14.3%[57.1 µM]	-11.4%	-2.6%	24.9%	1.2%	-1.4%	-14.0%	-10.4%	O=C1C2C3C=CC(CC3)C2C(=O)N1/N=C/c1c[nH]c2ccccc12 (centres undefined)
23.1%	12.1%[57.1 µM]	26.7%	-1.3%	14.0%	1.5%	-5.8%	-22.6%	-1.2%	NC(=N\N=Cc1ccccc1)/C(N)=N/N=Cc1ccccc1
13.4%	20.0%[57.1 µM]	0.4%	0.0%	39.5%[activator]	-1.3%	-7.0%	4.8%	-4.2%	COCc1ccc(C(=O)N2CCCC(CCC(=O)NCc3ccccc3F)C2)o1 (centres undefined)
13.0%	16.8%[57.1 µM]	4.9%	12.5%	-5.8%	-1.9%	-17.3%	-9.1%	10.6%	CN1CCN(NC(=O)c2cccc(F)c2)CC1
9.0%	4.8%	/	-12.1%	11.9%	-0.4%	-0.7%	-2.6%	6.2%	Cc1nc2cc(NC(=O)Nc3nccs3)ccc2n1C
-9.7%	30.4%	-9.7%	5.0%	65.7%[activator]	-10.8%	i	2.4%	0.0%	COc1ccc(-c2nc3ccc(C(=O)NCC(OC)OC)cc3nc2-c2ccc(OC)cc2)cc1
-23.3%	6.4%[57.1 µM]	-2.3%	2.5%	13.7%[57 µM]	-0.6%	-4.6%	-18.5%	-14.6%	Cc1ccc(-n2nc(C(=O)N3CCN(c4ccc(F)cc4)CC3)c(=O)n(C)c2=O)cc1
-10.1%	-11.8%	38.9%[activator]	-0.2%	5.9%	6.5%	-4.1%	-3.4%	-1.2%	Cc1cc2c(c(=O)n1C)C(C(C)C)C(C#N)=C(N)O2 (centres undefined)
-3.6%&-15.0%	27.7%&-3.1%	1.4%&-3.9%	-4.9%&-8.2%	20.2%&26.9%	-5.6%&21.2%	-6.9%&-0.1%	-10.7%&-14.0%	-10.4%&-9.5%	O=C(NCc1ccccc1)C1CCCN(S(=O)(=O)c2cccc3nsnc23)C1 (centres undefined)
-25.8%	-12.1%	-8.2%	0.3%	?	-0.3%	-2.8%	14.1µM*	?	Cc1cccc(C)c1C(OCCN(C)C)C1CCCCC1 (centres undefined)
6.6%	11.4%	-10.0%	1.3%	18.8%	-11.1%	i	-13.9%	40.3%[activator]	O=C(Nc1cccc(S(=O)(=O)N2CCOCC2)c1)C1CC(=O)N(c2ccc3c(c2)OCCO3)C1 (centres undefined)
18.5%	-11.2%	-5.9%	29.0%	51.1%[activator]	2.2%	-4.1%	-12.2%	-8.3%	COc1ccc(OC)c(NC(=S)NN2CCN(C)CC2)c1
-11.4%	23.4%[57.1 µM]	0.4%	-4.8%	59.1%[activator]	-0.9%	-10.1%	25.5%	0.0%	CCOC(=O)C(=CNc1ccccc1N1CCOCC1)C(=O)OCC
35.7%	7.0%	-13.5%	-11.4%	12.8%	26.1%	1.1%	-10.9%	-5.3%	CCCCCNC(=O)C1CCC(Cn2c(=O)c3sccc3n(CC(=O)NCc3cccc(OC)c3OC)c2=O)CC1 (centres undefined)
14.7%	-18.9%	-3.5%	8.3%	-0.9%	-12.5%	-8.3%	-17.4%	-11.6%	COC(C(=O)Nc1ccnn1C1CCN(Cc2ccc(CO)o2)CC1)c1ccccc1 (centres undefined)
-8.5%	-34.6%	8.9%	/	2.5%	10.7%	-6.9%	-27.4%	-8.9%	Cc1cc2cc(C(c3nnnn3C(C)(C)C)N(Cc3ccco3)CC3CCCO3)c(=O)[nH]c2cc1C (centres undefined)
0.7%	-0.9%	4.0%	1.5%	-0.7%	0.6%	13.4%	-24.5%	3.7%	Cc1ccc(C)c(SCC(=O)OCC(=O)NCCNC(=O)COC(=O)CSc2cc(C)ccc2C)c1
2.2%	9.9%[57.1 µM]	1.2%	7.2%	19.7%	?	9.7%	-15.3%	-2.6%	Cc1cc(NC(=O)CSc2ncc(C(=O)Nc3ccccc3)c(=O)n2C)no1
-1.5%	-10.1%	-8.0%	5.6%	15.2%	-7.4%	-5.4%	-4.8%	-1.6%	Cc1cc2c(SCC(=O)N3CCN(c4ccccc4)CC3)ncnc2s1
6.5%	11.3%	-4.7%	2.5%	29.8%	-8.8%	4.1%	-0.7%	24.3%	COc1cc(S(=O)(=O)NC2CCCC2)c(OC)cc1Cl
-12.4%	25.3%	-2.7%	0.6%	17.1%	-5.9%	-1.5%	-9.2%	12.7%	Nc1nc(-c2cccnc2)nn1C(=O)COc1ccccc1
12.0%	32.1%	-11.7%	-2.9%	31.2%	-0.7%	-9.7%	-8.5%	-5.1%	Cc1cccn2c(CN(C)CC3Cc4ccccc4O3)c(C(=O)N3CCCCC3)nc12 (centres undefined)
18.7%	-20.2%	1.8%	7.8%	-11.9%	4.6%	4.8%	?	?	Cc1ccccc1-n1c(C)cc(/C=C2\NC(=O)NC2=O)c1C
-10.7%	15.6%	9.9%	-6.5%	15.5%	23.7%	-4.0%	-28.5%	/	COc1ccc2c(c1)[C@H]1[C@H](CO2)[C@H](c2ccccc2)[C@]2(C)C(=O)Nc3cc(Cl)ccc3C(=O)N12
-11.1%	-2.5%	-4.3%	-1.9%	-5.4%	1.9%	i	-24.1%	5.1%	COc1ccc(NC(=O)Cn2cccc2)cc1Cl
18.0%	5.8%	-25.2%	2.4%	-27.3%	-0.9%	9.3%	?	-18.9%	COc1ccc(N2CCN(C(=O)c3cc4ccc5cccnc5c4[nH]3)CC2)cc1
-17.2%	12.0%	-9.5%	14.9%	4.2%	-3.5%	-4.1%	-34.5%	?	CN(C)CCN1CCc2ccccc21
9.1%	13.5%	6.5%	-8.2%	43.5%[activator]	-1.4%	-7.1%	33.1%	-10.5%	COc1cc(C)ccc1S(=O)(=O)N1CCCCCC1
-14.6%	9.4%	?	-1.8%	32.1%	8.0%	i	2.8%	6.4%	CCOc1ccc(N(CC(=O)NCCc2ccc(Cl)cc2)S(=O)(=O)c2c(C)[nH]c(=O)[nH]c2=O)cc1
-26.7%	-10.0%	-0.8%	/	13.5%	-5.4%	-1.4%	7.4%	0.0%	C=C(C)CSc1nnc2n(N)c(=O)c3ccccc3n12
-13.8%	14.6%	/	4.5%	59.3%[activator]	1.3%	/	-14.0%	-0.9%[57.4 µM]	O=C(NCCc1c[nH]c2ccc(Cl)cc12)c1cccnc1
-0.6%	30.6%	-1.2%	1.7%	-7.6%	-2.0%	-2.0%	?	-10.5%	COc1ccc(-c2csc(N(CCCN(C)C)C(=O)c3ccc(C)cc3)n2)cc1
-5.1%	15.7%	3.5%	0.3%	42.6%[activator]	-0.6%	5.0%	-8.6%	25.2%	O=C(CSc1ncnc2c1cnn2-c1ccc(Cl)cc1)NCc1ccc2c(c1)OCO2
-27.9%	-7.4%	-3.2%	11.4%	8.2%	2.9%	-1.2%	-6.6%	-1.0%	Brc1nnc2n1-c1ccccc1Sc1ccccc1-2
-12.7%	-12.7%	-3.4%	-8.7%	34.3%	-0.5%	i	-13.6%	0.0%	Cc1ccc(Nc2nc(N)nc(CSCCO)n2)cc1

# Some of these compounds in order of the Pin1 inh value, highest first.
RGS4 inh	TrxR1 inh	ERG-DNA inh	GLS inh	HP1b chromo inh	Pin1 inh	Tb PGK inh	JMJD2A Tudor inh	12-LOX inh	mol
-14.6%	9.4%	?	-1.8%	32.1%	8.0%	i	2.8%	6.4%	CCOc1ccc(N(CC(=O)NCCc2ccc(Cl)cc2)S(=O)(=O)c2c(C)[nH]c(=O)[nH]c2=O)cc1
9.1%	13.5%	6.5%	-8.2%	43.5%[activator]	-1.4%	-7.1%	33.1%	-10.5%	COc1cc(C)ccc1S(=O)(=O)N1CCCCCC1
-17.2%	12.0%	-9.5%	14.9%	4.2%	-3.5%	-4.1%	-34.5%	?	CN(C)CCN1CCc2ccccc21
